# Hep lipid drop – inhibitors of hepatocyte lipid droplet formation, primary screen, imaging, high-throughput imaging, BODIPY stain | AML12 mouse hepatocytes, oleate lipid droplets | inhibition, % at 6.5 µM | 0.4% of 240,000 active;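 active means lipid droplet intensity inhibited by at least 50%, with more than 500 cells counted; inconclusive means wells with under 300 cells, treated as cytotoxic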
#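 Material – mouse AML12 hepatocyte cell line, fixed after treatment · Compound dosing – one dose, 6.5 µM compound · Times – compound with oleate, overnight · Measured by – Image-based BODIPY and DAPI two-channel analysis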
# WT yeast gro inh – growth inhibition of WT strain, primary screen, mitochondrial fusion inhibitor project, WT and mutant strains, chemical genetic. AID 1362, 2008. mitochondrial fusion phenotypic screen. inhibition, % at 10 µM. 2.1% of 190,000 active; in the data active means inhibition above about 58%; tested in S. cerevisiae
# CSM14.1 death rescue – rescue of cells from ER stress-induced death, primary screen, 384-well, CSM14.1, thapsigargin, ATP luminescence (AID 1222); CSM14.1 thapsigargin-induced death rescue, ATP luminescence; higher % means a stronger effect; cellular ATP content (survival), % at 20 µM; hits with a dose series show EC50 in µM; 190,000 tested, under 10 active;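 active means EC50 below 50 µM in the dose-response confirmation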;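 further: death triggered by thapsigargin at about 15 µM added after 2 h compound pretreatment; cell ATP read after overnight thapsigargin exposure of roughly 18 to 22 hours; normalized against plate controls of thapsigargin alone and 5% DMSO vehicle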
# PMI inhibitors – inhibitors of human PMI, primary screen, biochemical, fluorescence intensity, coupled assay (AID 1209). Mannose-6-phosphate isomerase (Homo sapiens). purified PMI enzyme, coupled fluorescence intensity; higher % means a stronger effect. inhibition, % at 20 µM, or IC50 in µM where a hit was titrated. 0.42% of 190,000 active;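 further: plate controls were DMSO vehicle for no effect and wells lacking substrate for full effect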
# K1F lysis inhibition – inhibition of K1F phage lysis, E. coli UTI89, bacterial capsule biogenesis inhibitors, alamar blue (AID 488966); 0.02% of 340,000 active; one-dose inhibition, % at 100 µM; IC50 in µM for titrated hits; E. coli UTI89 K1F phage lysis, alamar blue, 2 h; higher % means a stronger effect;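 active means phage lysis inhibition, versus mean bacterial control, above a set limit; inconclusive means no clear call, values can overlap the other calls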;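 further: capsule biogenesis inhibitors block K1F phage lysis so surviving cells raise fluorescence; higher fluorescence means more inhibition of phage lysis; actives were called in the ten point dose series up to 300 µM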
# Myeloid diff 2 – induction of myeloid progenitor differentiation, primary screen, cell-based, flow cytometry, MLPCN library; ER-HoxA9 myeloid progenitors, lysozyme-GFP differentiation; calls only at 10 µM; 1% of 360,000 active;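 active means normalized GFP-positive differentiation at or above the plate's own cutoff, the solvent-only control mean plus 3 SD; inconclusive means no clear call, values can overlap the other calls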;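 further: cells exposed to compound for four days before flow analysis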
# TNAP activators – human TNAP enzyme activators, primary screen, biochemical, luminescent, no phosphate acceptor, uHTS (AID 1001); Alkaline phosphatase, tissue-nonspecific isozyme (Homo sapiens); purified TNAP, luminescent activation assay, no phosphate acceptor; higher activation fold means a stronger effect; activation fold at 20 µM, or EC50 in µM where a hit was titrated; 0.03% of 200,000 active; in the data active means activation fold from about 3, or a potency from the dose series; inactive means the rest, 99 in 100 with activation fold below about 1.6; further: many of its hits are not listed in these tables
# PMI inhibition – human PMI inhibitors, high substrate, primary screen, biochemical, fluorescence intensity, high mannose 6-phosphate (AID 1220). 0.66% of 190,000 active. Mannose-6-phosphate isomerase (Homo sapiens). inhibition, % at 20 µM; hits with a dose series show IC50 in µM. recombinant PMI enzyme, coupled fluorescence intensity; higher % means a stronger effect
# M1AAP inhibition – P. falciparum M1AAP inhibitors, biochemical, fluorogenic H-Leu-NHMec substrate, 1536-well (AID 1445); Aminopeptidase N (Plasmodium falciparum (isolate 3D7)); inhibition, % at 30 µM, or IC50 in µM where a hit was titrated; 0.42% of 220,000 active; recombinant M1AAP, H-Leu-NHMec fluorogenic kinetic assay; higher % means a stronger effect;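 active means primary inhibition above the hit cutoff, then over 50% inhibition at one or more dose response concentrations, cut at about 23% in these data, passing the limit was not always enough; inconclusive means conflicting primary data, or primary hits not chosen for dose response; inactive means low primary inhibition, or under 50% at every dose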;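 further: plate controls were DMSO full reaction for no effect and no enzyme background for full effect; strong numbers were not always called active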
# WT yeast gro inh mutant strain – further read-out of WT yeast gro inh, marked with its call; inhibition, %; mitochondrial fusion phenotypic screen, mutant strain inhibition
# Hep lipid drop cells 6.5 µM – second read-out of Hep lipid drop, no call of its own (marks repeat the call); cell count; measured here: cell count, cytotoxicity flag;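 cells counted across two imaged fields per well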
# Myeloid diff 2 GFP+ MAC1+ % – further read-out of Myeloid diff 2, marked with its call; GFP+ MAC1+ double positive, %; measured here: differentiation confirmed by MAC1 staining
# * = called active by the depositor; i = inactive; ? = inconclusive; nt = not tested or not shown; + = active, no number; [ ] = dose if it differs, or a comment. Unless noted, no stated cut-off is given here; in the data, active means inhibition above about 50%; inactive means the rest.
# The first seven records, to show the layout:
SMILES,Hep lipid drop,Hep lipid drop cells 6.5 µM,WT yeast gro inh,WT yeast gro inh mutant strain,CSM14.1 death rescue,PMI inhibitors,K1F lysis inhibition,Myeloid diff 2,Myeloid diff 2 GFP+ MAC1+ %,TNAP activators,PMI inhibition,M1AAP inhibition
COc1ccccc1NC(=O)CSc1nc2ncccc2[nH]1,nt,nt,10,1,-0.7%,-4%,0.8%,i,5.2,0.8,-6%,1%
CCCCCNc1nc2sc3c(c2c(=O)n1-c1cccc(Cl)c1)CCN(C)C3,-35,695,nt,nt,nt,nt,0.5%,+,4.2*,nt,nt,13%
O=C(c1ccc([N+](=O)[O-])cc1)N1CCSC1c1ccc(Br)cc1 (stereo unspecified),-9,654,20,9,-0.7%,10%,-0.4%,i,0.1,1.1,46%,5%
COCCCn1c(Cc2ccccc2)nnc1SCC(=O)N1CCCCC1,nt,nt,-4,-10,1.1%,-10%,-3.8%,i,1.8,0.9,-10%,10%
CC1(C)Oc2ccc(C(=O)N3CCOCC3)cc2N(CC(=O)Nc2ccccc2)C1=O,4,828,-11,-4,1.6%,8%,i,i,0.4,1.1,7%,5%
Cc1ccc(NC(=O)CSc2nnc(CNC(=O)c3ccccc3F)o2)cc1,-24,719,2,12,-0.3%,-11%,0.1%,i,0.2,1.1,-4%,10%
CC(C)(C)SCCNC(=O)CSCc1ccc([N+](=O)[O-])cc1,nt,nt,-4,-4,-0.5%,13%,1.7%,i,0.2,1,7%,8%

# The whole of this part (from the top)
SMILES,Hep lipid drop,Hep lipid drop cells 6.5 µM,WT yeast gro inh,WT yeast gro inh mutant strain,CSM14.1 death rescue,PMI inhibitors,K1F lysis inhibition,Myeloid diff 2,Myeloid diff 2 GFP+ MAC1+ %,TNAP activators,PMI inhibition,M1AAP inhibition
COc1ccccc1NC(=O)CSc1nc2ncccc2[nH]1,nt,nt,10,1,-0.7%,-4%,0.8%,i,5.2,0.8,-6%,1%
CCCCCNc1nc2sc3c(c2c(=O)n1-c1cccc(Cl)c1)CCN(C)C3,-35,695,nt,nt,nt,nt,0.5%,+,4.2*,nt,nt,13%
O=C(c1ccc([N+](=O)[O-])cc1)N1CCSC1c1ccc(Br)cc1 (stereo unspecified),-9,654,20,9,-0.7%,10%,-0.4%,i,0.1,1.1,46%,5%
COCCCn1c(Cc2ccccc2)nnc1SCC(=O)N1CCCCC1,nt,nt,-4,-10,1.1%,-10%,-3.8%,i,1.8,0.9,-10%,10%
CC1(C)Oc2ccc(C(=O)N3CCOCC3)cc2N(CC(=O)Nc2ccccc2)C1=O,4,828,-11,-4,1.6%,8%,i,i,0.4,1.1,7%,5%
Cc1ccc(NC(=O)CSc2nnc(CNC(=O)c3ccccc3F)o2)cc1,-24,719,2,12,-0.3%,-11%,0.1%,i,0.2,1.1,-4%,10%
CC(C)(C)SCCNC(=O)CSCc1ccc([N+](=O)[O-])cc1,nt,nt,-4,-4,-0.5%,13%,1.7%,i,0.2,1,7%,8%
CCn1c(COc2ccc(=O)n(-c3ccccc3)n2)nnc1SCc1ccccc1C,4,694,-9,-8,-1.1%,17%,0.1%,i,2.7,0.9,8%,-4%
O=C(Nc1cccc(Cl)c1)Nc1ccnc(-c2cccnc2)n1,12,666,-7,10,-2.4%,-6%,0.3%,i,0.1,1,-6%,2%
CCOC(=O)c1c(-c2ccc(C)cc2)csc1NC(=O)/C(C#N)=C/c1ccc(O)c(OC)c1,33,642,6,16,0.0%,3%,0.1%,+,3.6*,0.8,8%,5%
COC(=O)c1ccsc1NC(=O)C1COc2ccccc2O1 (stereo unspecified),nt,nt,6,9,-0.4%,8%,-1.2%,i,2.9,1.1,11%,4%
COc1cc(C(C)=O)ccc1COc1ccc(C(=O)O)cc1OC,6,667,nt,nt,nt,nt,0.0%,i,0.6,nt,nt,12%
CC(=O)Nc1ccc(N2C(=O)CSC2c2cccc([N+](=O)[O-])c2)cc1 (stereo unspecified),-10,646,3,7,-0.3%,-7%,-0.3%,i,0.0,1.1,5%,1%
CCn1c(SCC(=O)c2cc(C)n(-c3ccc(C(=O)OC)cc3)c2C)nnc1-c1cccnc1,3,780,-21,9,-1.9%,8%,-0.1%,i,0.4,1.1,-1%,1%
CCOc1ccc(Br)cc1S(=O)(=O)N1CC(C)OC(C)C1 (stereo unspecified),-25,652,-9,-2,-2.5%,20%,1.7%,i,3.8,1.1,16%,6%
C[C@@H]1NC(=O)c2cc([N+](=O)[O-])cc(I)c2NCCCC[C@@H](C(N)=O)NC(=O)[C@H](CCC(=O)O)NC1=O,2,709,-17,5,6.5%,-21%,0.5%,i,1.1,1.1,-14%,19%
COc1cc(/C=C(\C#N)c2nc3c(s2)CC(C)CC3)ccc1O (stereo unspecified),nt,nt,14,25,-1.5%,11%,3.0%,i,28,0.8,6%,0%
O=C1CCC(C(=O)N(Cc2cccs2)C2(C(=O)NC3CCCCC3)CCCCC2)N1 (stereo unspecified),16,678,-10,-3,-0.6%,8%,0.2%,nt,nt,1.1,12%,0%
CCOC(=O)CN(C#N)c1nc(C)cc(C)n1,-19,683,-13,8,1.0%,6%,0.1%,i,0.9,1,3%,-1%
CC1=NNC(=O)C1CCC(=O)N/N=C(/C)c1ccc([N+](=O)[O-])cc1 (stereo unspecified),-16,650,-17,-1,-1.0%,-11%,0.7%,i,0.4,1,0%,4%
O=C(CNCc1cccs1)NC12CC3CC(CC(C3)C1)C2,9,658,0,7,4.4%,-11%,0.2%,i,0.6,1,-10%,7%
COc1ccccc1NC(=O)N1CCCC1C(=O)NCC1CCCO1 (stereo unspecified),-16,700,7,8,-1.9%,-9%,0.1%,i,0.3,1.1,-5%,10%
Cc1nc(SCC(=O)c2ccccc2)c([N+](=O)[O-])[nH]1,nt,nt,-4,8,-0.6%,-4%,3.1%,i,1.7,1,-6%,21%
CCOc1ccccc1NC(=O)Cn1nnc(C(=O)NCc2ccco2)c1N,nt,nt,7,3,-4.4%,-2%,3.4%,nt,nt,1.1,-9%,2%
Cn1cnnc1SCC(=O)c1cc2ccccc2oc1=O,-7,678,19,10,-2.7%,-33%,1.9%,i,2.4,1,-72%,?
COc1cc(C(c2nnnn2C2CCCC2)N2CCc3ccccc3C2)ccc1O (stereo unspecified),nt,nt,17,30,1.3%,-2%,0.2%,i,0.8,1.1,13%,12%
COc1cc(/C=C2\Oc3cc(O)ccc3C2=O)ccc1O,6,635,nt,nt,nt,nt,2.3%,i,2.1,nt,nt,19%
O=C(Nc1cccc(-c2nnn(CC(=O)N3CCc4ccccc4C3)n2)c1)C1CCC1,-9,709,-3,-7,-3.0%,-1%,0.3%,i,0.9,1.2,-3%,-2%
CC1CCCN(C(=O)Nc2ccc(Br)cc2Cl)C1 (stereo unspecified),-6,566,-21,-12,-2.2%,-11%,0.1%,i,0.1,1,-12%,13%
CCC1CCCCN1S(=O)(=O)c1ccc(S(=O)(=O)N2CCN(S(=O)(=O)CC)CC2)cc1 (stereo unspecified),1,788,-2,3,1.4%,-2%,7.3%,i,0.3,1.1,-10%,3%
O=[N+]([O-])c1cccc2ccc(/C=C/c3ccc(C(F)(F)F)cc3)nc12,6,687,4,4,-1.4%,16%,2.4%,i,0.5,1,12%,0%
O=C1C2CCCN2C(c2cccs2)N1c1ccc(Cl)cc1 (stereo unspecified),nt,nt,4,8,-2.2%,14%,0.1%,i,1.9,1.1,37%,7%
CCCn1c(CN(C)Cc2ccccc2)nc2c1c(=O)n(C)c(=O)n2C,-13,685,-4,4,0.2%,-6%,-0.4%,i,1.2,1.1,-1%,3%
O=C(CNC(=O)c1ccc(Cl)cc1Cl)Nc1ccc(F)cc1,-10,728,nt,nt,nt,nt,0.2%,i,0.3,nt,nt,-4%
COc1ccc(-c2noc(CCC(=O)NCc3cccnc3)n2)cc1OC,nt,nt,10,16,6.0%,1%,-0.7%,i,1.4,1.1,0%,-4%
CCOc1cccc(NC(=O)/C(C#N)=C\c2cccnc2)c1,4,663,-1,16,-1.5%,2%,0.3%,i,0.7,1.2,-2%,2%
Cc1cccc(CSc2ncnc3c2cnn3Cc2ccccc2)c1,10,812,53,28,3.3%,17%,0.1%,i,0.4,1.1,15%,0%
CCC(C)(C)C1CCC(=NNC(=O)c2ccoc2C)CC1 (stereo unspecified),20,795,18,-3,2.1%,-6%,-1.0%,i,0.8,1,-8%,8%
O=C(NCCc1ccccn1)c1n[nH]c(=O)c2ccccc12,nt,nt,10,1,-1.3%,6%,0.7%,i,1.0,1.1,9%,-9%
COc1cc2c(cc1OC)C(Nc1ccc(S(N)(=O)=O)cc1)=NC(C)(C)C2,1,672,-9,3,11%,-5%,4.2%[50 µM],i,0.3,1.2,2%,1%
COc1c(Cl)cc(Cl)cc1/C=N/n1cnnc1,nt,nt,2,-11,2.5%,-23%,0.2%,i,1.0,1,-6%,12%
NC(=O)c1ccc(Oc2ccc3ccc(=O)oc3c2)c([N+](=O)[O-])c1,14,659,-6,-21,0.2%,10%,-0.1%,i,0.1,1,13%,42µM*
COc1ccc(S(=O)(=O)N2CCCOC2CNC(=O)C(=O)NCc2ccco2)cc1C (stereo unspecified),14,668,-9,7,-0.4%,1%,0.0%,i,0.3,1.2,2%,0%
Nc1nnc(SCc2ccc([N+](=O)[O-])cc2)s1,25,681,-14,1,0.1%,-17%,0.2%,i,0.1,1.1,-2%,2%
O=C(COC(=O)CCc1c[nH]c2ccccc12)NCc1ccccc1,-33,596,8,2,0.7%,-2%,5.8%[50 µM],i,0.4,1.1,0%,2%
O=C(O)C(c1ccccc1)N1CCCCC1 (stereo unspecified),15,607,1,-2,-0.2%,-5%,-0.4%,i,0.2,1.1,-4%,-2%
CCCOc1ccc(C2NC(=S)NC(C)=C2C(=O)c2ccccc2)cc1OC (stereo unspecified),-8,586,-12,8,-3.3%,-35%,-0.2%,i,1.3,1.1,-71%,5%
